LYPLA2 counter: LYPLA2 (human) inhibition in PME1 counter-screen; recombinant LYPLA2, FP-Rh probe fluorescence polarization; inhibition, % at 5.9 µM; 0.38% of 320,000 active; AID 2177;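 active = inhibition above the screen-wide mean plus 3 SD, limit set per campaign, cut at about 26% in these data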;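 note: 0% = LYPLA2 with DMSO and 100% = wells lacking LYPLA2 enzyme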
Target sequence (O95372 whole entry, looked up): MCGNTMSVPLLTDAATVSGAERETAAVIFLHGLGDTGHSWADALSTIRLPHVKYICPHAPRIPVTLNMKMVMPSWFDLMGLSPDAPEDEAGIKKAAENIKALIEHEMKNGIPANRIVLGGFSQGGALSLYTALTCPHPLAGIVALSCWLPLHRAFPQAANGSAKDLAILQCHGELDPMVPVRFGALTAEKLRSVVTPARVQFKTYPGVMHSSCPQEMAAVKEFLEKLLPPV
PAD4 inh: inhibitors of human PAD4; recombinant PAD4, RCA probe fluorescence polarization; AID 485272; inhibition, % at 6.36 µM; 0.41% of 330,000 active;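 active = percent inhibition above a cutoff equal to the mean of all tested compounds plus 3 SD, cut at about 15% in these data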;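 note: 0% = PAD4 with RCA probe and DMSO and 100% = probe without PAD4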
PAFAH1B3 inh: PAFAH1B3 (human) inhibition | recombinant PAFAH1B3, FP-rhodamine probe, fluorescence polarization | AID 492972 | inhibition, % at 3.39 µM | 0.28% of 340,000 active | Q15102;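 active = inhibition above the screen-wide average of all tested compounds plus 3 SD, cut at about 25% in these data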;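 note: 0% = enzyme with DMSO only and 100% = wells lacking PAFAH1B3 protein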
Target sequence (Q15102 whole entry, looked up): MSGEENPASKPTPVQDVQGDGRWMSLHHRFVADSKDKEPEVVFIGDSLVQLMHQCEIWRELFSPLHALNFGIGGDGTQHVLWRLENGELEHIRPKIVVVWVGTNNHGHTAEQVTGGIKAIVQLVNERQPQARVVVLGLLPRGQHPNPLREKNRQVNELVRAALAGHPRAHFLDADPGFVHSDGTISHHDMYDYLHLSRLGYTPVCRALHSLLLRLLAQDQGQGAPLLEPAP
LYPLA1 inh: blocks human lysophospholipase 1, a PME1 counter-screen. O75608. recombinant LYPLA1, FP-Rh probe fluorescence polarization. inhibition, % at 5.9 µM. 0.16% of 320,000 active;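 active = inhibition above the mean of all tested compounds plus 3 SD, set per campaign, cut at about 14% in these data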;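 note: inhibitors block serine hydrolase probe labeling of LYPLA1 so polarization falls; 0% = enzyme with DMSO and 100% = wells lacking LYPLA1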
Target sequence (O75608 whole entry, looked up): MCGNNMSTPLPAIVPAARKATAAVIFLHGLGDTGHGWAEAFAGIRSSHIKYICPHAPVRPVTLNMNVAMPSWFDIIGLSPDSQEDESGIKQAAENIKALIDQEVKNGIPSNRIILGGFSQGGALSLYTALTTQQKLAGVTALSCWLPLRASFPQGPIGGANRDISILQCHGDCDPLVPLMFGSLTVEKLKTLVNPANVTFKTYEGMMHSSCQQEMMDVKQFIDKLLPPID
GSTO1 inh: GSTO1 inhibition, counter-screen for RBBP9 inhibitors | inhibition, % at 5.96 µM | AID 1974 | 1.1% of 300,000 active | recombinant GSTO1, activity-based probe fluorescence polarization | P78417;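 active = inhibition above the campaign mean inhibition plus 3 SD, cut at about 35% in these data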;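 note: 0% = GSTO1-1 with DMSO and 100% = wells lacking GSTO1-1 enzyme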
PME-1 primary: blocks human protein phosphatase methylesterase 1 | Q9Y570 | recombinant PME-1, FP-Rh probe fluorescence polarization | inhibition, % at 5.9 µM | 0.53% of 320,000 active | AID 2130;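 active = inhibition above the campaign mean of all compounds plus 3 SD, cut at about 26% in these data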;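 note: competitive labeling of PME-1 active site by serine hydrolase directed probe; 0% = PME-1 with DMSO and 100% = wells lacking PME-1 enzyme; inhibitors block probe labeling so polarization falls and inhibition rises; many of its hits are not listed in these tables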
PAFAH1B2 FP inh: blocks human PAF acetylhydrolase 1b catalytic subunit 2. P68402. recombinant PAFAH1B2, FP-rhodamine activity probe, fluorescence polarization. inhibition, % at 3.39 µM. 1.2% of 340,000 active. AID 492953;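 active = inhibition above the mean of all tested compounds plus 3 SD, cut at about 24% in these data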;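 note: 0% = enzyme with DMSO and 100% = wells lacking PAFAH1B2; many of its hits are not listed in these tables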
Target sequence (P68402 whole entry, looked up): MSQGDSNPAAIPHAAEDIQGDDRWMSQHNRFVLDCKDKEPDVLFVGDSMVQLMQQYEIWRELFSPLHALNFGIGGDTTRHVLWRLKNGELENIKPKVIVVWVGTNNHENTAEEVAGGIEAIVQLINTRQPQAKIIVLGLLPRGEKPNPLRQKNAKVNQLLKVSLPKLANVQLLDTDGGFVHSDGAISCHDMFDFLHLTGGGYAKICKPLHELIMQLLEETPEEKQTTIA
PAFAH2 inh: inhibitors of human PAFAH2. recombinant PAFAH2, FP-rhodamine activity probe, fluorescence polarization. inhibition, % at 3.39 µM. 0.99% of 340,000 active. AID 492956;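 active = inhibition above the mean over all tested compounds plus 3 SD, cut at about 30% in these data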;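 note: inhibitors block probe labeling of enzyme so polarization drops; 0% = enzyme with DMSO and 100% = wells lacking PAFAH2 protein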
pPAFAH inh: inhibitors of human plasma PAF acetylhydrolase (pPAFAH) | 1.5% of 330,000 active | inhibition, % at 3.39 µM | Q13093 | recombinant pPAFAH, FP-rhodamine probe fluorescence polarization | AID 463082;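 active = inhibition above the mean inhibition across the screen plus 3 SD, cut at about 25% in these data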;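 note: inhibitors block binding of the rhodamine activity-based probe so polarization drops; 0% = enzyme with DMSO and 100% = wells lacking pPAFAH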
* hit, by the source's call; / = no result given.

SMILES	LYPLA2 counter	PAD4 inh	PAFAH1B3 inh	LYPLA1 inh	GSTO1 inh	PME-1 primary	PAFAH1B2 FP inh	PAFAH2 inh	pPAFAH inh
Cc1onc(-c2ccccc2)c1C(=O)N1CCN(Cc2ccccc2)CC1	0	-2	4	3	3	0	3	0	1
O=c1cc(/C=C/c2c(F)cccc2Cl)[nH]c2ccccc12	-24	-3	-59	-18	-9	-39	-28	-56	-6
COCCn1c(SCC(=O)NC2CCCC2)nnc1-c1ccncc1	9	0	7	-3	3	4	7	-4	2
COc1ccc(Cl)cc1NC(=O)NCCCl	0	-1	4	2	1	6	-1	2	0
Cc1ccc(OCCCN(C)C)c(Br)c1	0	-5	6	3	0	-3	0	3	7
COc1ccc(CNC(=S)NNC(=O)c2cc3ccccc3o2)cc1	1	-4	12	0	-2	3	6	4	8
CCOC(=O)c1c(-c2ccc(C)o2)csc1NC(=O)CSc1nncs1	1	-3	0	-3	13	-1	1	0	25*
CCOc1cc(NC2CS(=O)(=O)CC2O)c(OCC)cc1NC(=O)c1ccccc1 (configuration not stated)	-2	0	14	-5	4	4	0	4	4
CC1=C(C(=O)NCc2ccccc2)C(c2cccnc2)n2ncnc2N1 (configuration not stated)	-1	-2	8	5	-4	-7	5	-6	-3
CCCCN1C(=O)/C(=C/C=C2/C=Cc3ccccc3N2CC)SC1=S	-4	0	-1	3	6	0	4	-1	-3
CCCC1=NN2C(=N)/C(=C\c3ccc(SCc4ccco4)o3)C(=O)N=C2S1	-90	-4	-100	-45	-93	-112	-17	-21	60*
O=C(c1ccc(NS(=O)(=O)c2ccc3[nH]c(=O)[nH]c3c2)cc1)N1CCCCC1	-3	0	2	-4	-14	-1	2	-1	-3
O=[N+]([O-])c1cc(C(F)(F)F)ccc1N1CCN(S(=O)(=O)c2ccc3c(c2)CCCC3)CC1	0	-2	5	-3	0	-4	-5	1	7
COc1ccc(N2CCN(c3oc(COc4ccc(Cl)cc4)nc3C#N)CC2)cc1	13	0	-4	-2	1	10	9	-1	5
CCn1c(=S)sc2c(=O)n(CC(=O)Nc3ccc(Cl)cc3)c(C)nc21	-3	-5	12	-2	25	0	0	9	4
COc1ccccc1NC(=O)c1cc(S(=O)(=O)N2CCOCC2)ccc1Cl	5	7	2	1	14	-1	5	-4	1
COc1ccc(CN(CC(=O)NCc2ccc(F)cc2)C(=O)c2ccco2)cc1	1	-5	2	4	4	3	6	9	7
COc1ccc2c(c1)CCCC21NC(=O)N(CC(=O)NCc2cccs2)C1=O (configuration not stated)	/	-3	7	/	/	/	-5	0	-2
CCN(CC)c1ccc(NC(=O)C2=CC=CN3CCS(=O)(=O)N=C23)cc1	-3	-6	12	3	/	0	9	6	6
CC1CCC(C(C)C)C(OCC(O)CN2CCCC(C)C2)C1 (configuration not stated)	-7	1	2	0	6	-1	-5	1	6

Reprinted at random: two entries already listed, in no set order.
SMILES	LYPLA2 counter	PAD4 inh	PAFAH1B3 inh	LYPLA1 inh	GSTO1 inh	PME-1 primary	PAFAH1B2 FP inh	PAFAH2 inh	pPAFAH inh
COc1ccc(Cl)cc1NC(=O)NCCCl	0	-1	4	2	1	6	-1	2	0
CCN(CC)c1ccc(NC(=O)C2=CC=CN3CCS(=O)(=O)N=C23)cc1	-3	-6	12	3	/	0	9	6	6

(more compounds)
SMILES	LYPLA2 counter	PAD4 inh	PAFAH1B3 inh	LYPLA1 inh	GSTO1 inh	PME-1 primary	PAFAH1B2 FP inh	PAFAH2 inh	pPAFAH inh
CCCC(=O)Nc1cc(=O)n(C)c(=O)n1C	-3	-1	1	3	4	-3	-2	-3	0
O=C(Cn1ncc2c([nH]c3ccccc32)c1=O)Nc1ccc(CN2CCCCC2)cc1	0	1	-4	-6	-4	3	-1	-5	3
CC(C)(C)OC(=O)NCCCC[C@@H](C(=O)NCCCCCCCCCCC(=O)N1CCN(C(=O)OC(C)(C)C)CC1)n1cc(CCO)nn1	5	1	-1	3	2	-4	3	6	7
COc1cccc(C(=O)NCc2nnc(SCC(=O)Nc3nccs3)n2-c2cccc(C)c2)c1	3	2	-5	-3	5	1	-2	-2	4
O=C(Nc1ccc(F)cc1)c1c(Cl)nc2ccccn12	0	-3	4	2	-8	4	-1	4	-3
Nn1c(Nc2ccc(Cl)cc2)nncc1=O	-1	4	4	0	12	1	2	2	0
COc1ccc(COc2cccc3ccc(C)nc23)cc1F	1	-3	6	-3	2	5	4	3	7
Cc1cc(C)n2nc(C(=O)Nc3cccc(S(=O)(=O)N4CCCC4)c3)nc2n1	6	4	0	5	4	2	2	4	6
Cn1cccc1Cc1nnc(SCC(=O)Nc2nccs2)n1CCc1ccccc1	2	1	-3	1	3	0	3	4	4
COc1ccc(CSc2nnnn2-c2ccc(O)cc2)cc1F	0	-3	4	-3	-3	-4	7	-3	7
CCCCn1c(-c2ccco2)nc2oc3ccccc3c(=O)c2c1=O	-2	-2	6	-2	2	-2	6	5	8
CCOC(=O)c1ccc(NC(=S)NCCCn2ccnc2)cc1	-3	-1	7	-1	-6	-1	-3	-4	4
Cc1ccc(C)c(NC(=O)COC(=O)c2nc(Cl)ccc2Cl)c1	4	2	9	0	/	-3	3	2	13
CS/C(=C\[N+](=O)[O-])Nc1ccc(F)cc1	-1	-2	10	2	16	3	-1	-6	-2
OCC[C@@H]1C[C@@H](O)[C@H](O)[C@@]2(Cc3ccccc3O2)O1	-5	0	5	-1	1	7	0	-4	1
CC1CCCN(CCC(=O)Nc2ccc3c(c2)CCC3)C1 (configuration not stated)	0	-2	-2	0	1	-4	-5	6	1
CSc1ccccc1-c1nnc(-c2ccc(C)cc2)o1	5	-2	-4	1	7	-5	3	8	9
COc1ccc(NC(=O)N2CCOCC2)cc1	5	2	1	2	1	0	3	-3	9
CCC(C)[C@H](NC(=O)NC1CCN(Cc2ccccc2)CC1)C(=O)OC (some centres not stated)	2	0	3	3	8	4	1	-5	6
Cc1cc(N2CCN(Cc3cn(C)nc3-c3cccc(Cl)c3)CC2)cc(C)n1	4	-1	-2	1	13	-1	3	2	5

As a short view, part of the list above:
SMILES	LYPLA2 counter	PAD4 inh	PAFAH1B3 inh	LYPLA1 inh	GSTO1 inh	PME-1 primary	PAFAH1B2 FP inh	PAFAH2 inh	pPAFAH inh
CC1CCC(C(C)C)C(OCC(O)CN2CCCC(C)C2)C1 (configuration not stated)	-7	1	2	0	6	-1	-5	1	6
CCCC(=O)Nc1cc(=O)n(C)c(=O)n1C	-3	-1	1	3	4	-3	-2	-3	0
O=C(Cn1ncc2c([nH]c3ccccc32)c1=O)Nc1ccc(CN2CCCCC2)cc1	0	1	-4	-6	-4	3	-1	-5	3
CC(C)(C)OC(=O)NCCCC[C@@H](C(=O)NCCCCCCCCCCC(=O)N1CCN(C(=O)OC(C)(C)C)CC1)n1cc(CCO)nn1	5	1	-1	3	2	-4	3	6	7
COc1cccc(C(=O)NCc2nnc(SCC(=O)Nc3nccs3)n2-c2cccc(C)c2)c1	3	2	-5	-3	5	1	-2	-2	4
O=C(Nc1ccc(F)cc1)c1c(Cl)nc2ccccn12	0	-3	4	2	-8	4	-1	4	-3
Nn1c(Nc2ccc(Cl)cc2)nncc1=O	-1	4	4	0	12	1	2	2	0
COc1ccc(COc2cccc3ccc(C)nc23)cc1F	1	-3	6	-3	2	5	4	3	7
Cc1cc(C)n2nc(C(=O)Nc3cccc(S(=O)(=O)N4CCCC4)c3)nc2n1	6	4	0	5	4	2	2	4	6
Cn1cccc1Cc1nnc(SCC(=O)Nc2nccs2)n1CCc1ccccc1	2	1	-3	1	3	0	3	4	4
COc1ccc(CSc2nnnn2-c2ccc(O)cc2)cc1F	0	-3	4	-3	-3	-4	7	-3	7
CCCCn1c(-c2ccco2)nc2oc3ccccc3c(=O)c2c1=O	-2	-2	6	-2	2	-2	6	5	8
CCOC(=O)c1ccc(NC(=S)NCCCn2ccnc2)cc1	-3	-1	7	-1	-6	-1	-3	-4	4
Cc1ccc(C)c(NC(=O)COC(=O)c2nc(Cl)ccc2Cl)c1	4	2	9	0	/	-3	3	2	13
CS/C(=C\[N+](=O)[O-])Nc1ccc(F)cc1	-1	-2	10	2	16	3	-1	-6	-2
OCC[C@@H]1C[C@@H](O)[C@H](O)[C@@]2(Cc3ccccc3O2)O1	-5	0	5	-1	1	7	0	-4	1
CC1CCCN(CCC(=O)Nc2ccc3c(c2)CCC3)C1 (configuration not stated)	0	-2	-2	0	1	-4	-5	6	1
CSc1ccccc1-c1nnc(-c2ccc(C)cc2)o1	5	-2	-4	1	7	-5	3	8	9

Next part.
SMILES	LYPLA2 counter	PAD4 inh	PAFAH1B3 inh	LYPLA1 inh	GSTO1 inh	PME-1 primary	PAFAH1B2 FP inh	PAFAH2 inh	pPAFAH inh
Clc1ccc2c(NCc3ccccc3)ccnc2c1	-2	3	7	-3	2	-5	5	-5	10
CSc1nc2sc3c(c2c2nnnn12)CCCC3	2	-3	5	0	18	-5	2	-1	6
CCOC(=O)C(=CN=C(N)Nc1nc2ccccc2o1)C(=O)OCC	2	0	9	-1	2	-4	6	1	-1
CC(C)Nc1nc(SCC(N)=O)nc(N2CCOCC2)n1	7	-2	2	4	4	4	3	5	1
CN(C)c1ccc(/C=C2\CCC/C(=C\c3ccccc3)C2=O)cc1	-11	-13	0	-7	-5	-19	-4	-13	7
Cc1nnsc1C(=O)N/N=C/c1cccc(C(F)(F)F)c1	2	-1	0	1	5	6	1	0	1
O=C(CN1CCN(S(=O)(=O)c2ccc(F)cc2)CC1)Nc1ccccc1F	2	1	-3	1	-2	4	1	-4	9
O=C1NC(=O)N(Cc2ccccc2F)C1=O	-1	-6	15	-1	0	4	3	2	1
O=C(c1ccc(Cn2c(=S)[nH]c3ccc(Br)cc3c2=O)cc1)N1CCN(C2CCCCC2)CC1	-2	-1	-3	-2	-14	-10	-2	1	6
C=C1C(=O)O[C@@]23[C@H]1CC[C@@H](C)[C@@H]2CC[C@@]1(C)O[C@@H]31	/	4	0	/	/	/	9	-3	3
COc1cc(NC(=O)C2CCCN(S(=O)(=O)c3cccc4nsnc34)C2)cc(OC)c1 (configuration not stated)	-9	-4	8	-2	2	-5	5	-4	1
O=C(c1cc(COc2ccc(F)cc2F)on1)N1CC[C@@H]2CCCC[C@H]2C1	8	1	4	5	2	-1	1	5	7

The list is partial. The share of hits here may be higher or lower than overall.
